# Screens from PubChem.
# UHRF1 MBD2 ctr = blocks human UHRF1 binding to methylated DNA; Q96T88; UHRF1 binding to methylated oligo, TR-FRET; inhibition, % at 4.4 µM; 370,000 tested, 0.75% active; AID 687016; in the data active = inhibition above about 21%;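 also: UHRF1 SRA domain binding a hemimethylated CpG hairpin DNA probe; 0% = median of test compound wells and 100% = reference inhibitor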
# SIAE inh = inhibitors of human sialic acid acetylesterase SIAE. Q9HAT2. SIAE FP-Rh probe binding, fluorescence polarization. inhibition, % at 9.66 µM. 370,000 tested, 0.69% active;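 active = inhibition above a cutoff: mean of compounds within the control limits plus 3 SD of those, cut at about 17% in these data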;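 also: 0% = plate median of compound wells and 100% = probe without SIAE protein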
# Target sequence (Q9HAT2 whole entry, looked up): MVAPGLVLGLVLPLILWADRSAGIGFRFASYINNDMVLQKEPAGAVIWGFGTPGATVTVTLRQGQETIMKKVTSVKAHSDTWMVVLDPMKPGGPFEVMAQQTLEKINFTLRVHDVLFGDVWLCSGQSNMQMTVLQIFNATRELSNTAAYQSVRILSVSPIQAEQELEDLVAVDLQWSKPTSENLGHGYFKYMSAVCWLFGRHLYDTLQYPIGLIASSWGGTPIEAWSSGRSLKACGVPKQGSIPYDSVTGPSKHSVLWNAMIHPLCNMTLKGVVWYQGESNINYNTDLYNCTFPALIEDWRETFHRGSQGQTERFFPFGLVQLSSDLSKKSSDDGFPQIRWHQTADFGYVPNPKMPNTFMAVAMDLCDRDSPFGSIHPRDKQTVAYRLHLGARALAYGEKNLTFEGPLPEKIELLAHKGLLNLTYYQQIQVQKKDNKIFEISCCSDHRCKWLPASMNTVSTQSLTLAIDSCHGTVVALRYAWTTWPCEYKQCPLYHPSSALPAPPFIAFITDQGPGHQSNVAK
# TDP2 inh = blocks human TDP2 phosphodiesterase activity | O95551 | recombinant TDP2, T5PNP hydrolysis, p-nitrophenol absorbance 415 nm | inhibition, % at 12.8 µM | 370,000 tested, 0.34% active | AID 720702;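 active = inhibition above the mean of all tested compounds plus 3 SD, set per campaign, cut at about 25% in these data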;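 also: 0% = DMSO with enzyme and 100% = buffer with substrate but no TDP2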
#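 System: recombinant human TDP2 / Amount: 120 nM TDP2 per well / Also added: 5 mM T5PNP chromogenic substrate / Doses: 12.8 µM single point, 1% DMSO / Incubation: 2 h at 37 °C / Detection: p-Nitrophenol epi absorbance / Evaluation: % inhibition relative to enzyme-containing and enzyme-free wells / Repeats: singlicate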
# LEDGF integ inh = blocks HIV-1 LEDGF/p75-dependent DNA integration; 370,000 tested, 0.64% active; TR-FRET IN-LEDGF/p75 DNA integration, Eu/Cy5; inhibition, % at 3.7 µM;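 active = inhibition above the screen-wide mean plus 3 SD, cut at about 13% in these data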;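 also: signal is the Cy5 over europium emission ratio at 671 and 618 nm; 0% = plate median of compound wells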
# mABHD4 FP = inhibitors of mouse ABHD4 | Q8VD66 | purified mABHD4, FP-Rh probe fluorescence polarization | inhibition, % at 8.92 µM | 370,000 tested, 0.54% active | AID 720543;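 active = inhibition exceeding the mean over every tested compound plus 3 SD, cut at about 30% in these data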;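 also: 0% = plate median of compound wells and 100% = S159A mutant with DMSO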
# Target sequence (Q8VD66 whole entry, looked up): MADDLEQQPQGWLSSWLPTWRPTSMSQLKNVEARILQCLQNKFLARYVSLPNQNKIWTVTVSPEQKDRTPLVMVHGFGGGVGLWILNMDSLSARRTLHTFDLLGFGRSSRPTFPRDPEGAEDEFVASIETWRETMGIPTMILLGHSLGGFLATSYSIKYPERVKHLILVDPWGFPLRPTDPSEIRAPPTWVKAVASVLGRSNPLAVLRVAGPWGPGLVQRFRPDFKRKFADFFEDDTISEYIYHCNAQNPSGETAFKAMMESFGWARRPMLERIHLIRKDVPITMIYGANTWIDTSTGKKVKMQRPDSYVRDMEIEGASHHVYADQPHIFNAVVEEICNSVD
#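 Material: mouse ABHD4 enzyme, wild type; Benchmarks: S159A mutant high control, sample median low control; Buffer or medium: HEPES pH 7.0, NaCl, Pluronic buffer; Signal: fluorescence polarization; Read-out: percent inhibition of probe binding, normalized to plate controls; Timing: pre-incubation 45 min, probe exposure 60 min, at 25 °C; Dosing: 8.92 µM, single dose.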
# TCR-CD3 inh = human TCR-CD3 binding inhibition; AID 651800; 360,000 tested, 0.37% active; TAMRA-labeled TCR probe fluorescence, biochemical; inhibition, % at 9.4 µM; in the data active = inhibition above about 19%;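 also: recombinant mutant TCR 2C K166C tagged with TAMRA read by polarization; 0% = receptor in buffer alone and 100% = receptor with positive control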
# Tn7 DDE FP = inhibitors of Tn7 peptide binding to human fibrin DD(E); P02675; FP displacement of FITC-Tn7 peptide from fibrin DD(E); 0% = median of compound wells per plate; inhibition, % at 8.3 µM; 370,000 tested, 0.13% active;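 active = inhibition above the mean of compounds falling within the control limits plus 3 SD of them, cut at about 14% in these data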;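 also: 0% = plate median of compound wells and 100% = 10 µM Aha-Tn7 peptide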
#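 system = human fibrin DD(E) protein | quantity = DD(E) 2 µM final | medium = Tris/NaCl/CaCl2 buffer, pH 7.8 | also added = labelled Tn7 tracer, 0.1 µM | compound dosing = single point at 8.3 µM | timing = compound with protein 10 min, then 3 h after probe, room temperature | signal = FP measurement | benchmarks = Aha-Tn7 high control | repeats = one replicate per compound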
# PRMT1 inh = PRMT1 (human) inhibition, primary screen | Q99873 | recombinant PRMT1, activity-based probe fluorescence polarization | inhibition, % at 2.79 µM | 370,000 tested, 1.3% active | AID 652257;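 active = inhibition above about 21% made by adding two undisclosed values, limit read from the data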
# PG9 binder = PG9 antibody binding by small molecule | TR-FRET gp120-PG9 antibody binding | inhibition, % at 6.7 µM | 360,000 tested, 0.43% active | AID 624416; in the data active = inhibition above about 8.5%
# HTRA1 inhibitor = HTRA1 (human) protease inhibition; inhibition, % at 5.96 µM; Q92743; 340,000 tested, 0.5% active; recombinant HTRA1, FP-rhodamine activity-based probe, fluorescence polarization; AID 504803; in the data active = inhibition above about 36%;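 also: 0% = enzyme with DMSO and 100% = wells lacking enzyme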
# Starred values were filed as active, the others as inactive; x = no result given.
SMILES,UHRF1 MBD2 ctr,SIAE inh,TDP2 inh,LEDGF integ inh,mABHD4 FP,TCR-CD3 inh,Tn7 DDE FP,PRMT1 inh,PG9 binder,HTRA1 inhibitor
CCN(CCCNC(=O)CCCOc1cc(=O)n(C)c2ccccc12)Cc1ccccc1,1.0,0.4,3.2,3.2,3.2,3.6,0.8,2.4,-1.6,-3.6
Cc1cc(=O)[nH]c(SCC(=O)Nc2nonc2C)n1,-0.5,-5.5,0.7,3.9,-0.5,7.5,-9.5,0.0,-1.4,-3.3
O=C(/C=C/c1ccc(Cl)cc1)NC(=S)Nc1ccc(C(=O)O)cc1,-1.3,-2.3,-5.3,4.8,-10.2,-4.1,-0.7,-3.9,2.9,-0.5
CC(=O)c1cc2c(C)c(C(=O)c3ccccc3)oc2cc1O,6.0,-6.1,10.6,-2.6,0.9,-2.3,-4.1,0.6,2.2,-4.7
O=C(NCN1C(=O)C2C3C=CC(C3)C2C1=O)Nc1nncs1 (centres undefined),2.4,0.5,-11.3,0.2,-2.7,-0.2,-8.1,0.1,-2.7,4.8
Cc1cccc(/C=N/NC(=O)Cn2nc(C)cc2C)n1,1.5,0.8,3.1,-1.4,12.8,-7.4,-2.2,0.8,-1.9,-3.2
CC1(C(=O)NS(=O)(=O)c2ccccc2Cl)CCN1C(=O)CC1CC1 (centres undefined),-2.5,-2.7,-4.8,0.7,6.4,-1.0,-5.5,3.0,0.5,x
O=C(N/N=C/c1ccccc1C(=O)O)c1cccc(S(=O)(=O)N2CCCCC2)c1,1.0,0.4,-0.8,-0.6,3.9,6.7,-5.9,4.2,-0.6,6.4
CCC(C)C(N=C1NS(=O)(=O)c2ccccc21)C(=O)N1CCC(C)CC1 (centres undefined),0.1,2.1,-2.2,0.8,-0.9,2.6,-5.8,-1.6,0.6,1.7
COc1cc(OC)nc(/N=C/N(C)C)n1,3.0,-0.7,9.2,-0.8,-7.2,4.6,7.6,0.0,0.1,3.9
O=C(COC(=O)C1(c2ccc(Cl)cc2)CCCC1)N1CCc2ccccc21,1.8,4.0,-4.1,-1.6,-5.9,-3.2,0.7,4.6,-0.4,2.0
Cc1ccc(NC(=O)c2sc3ncn(CC(=O)N4CCN(c5ccccn5)CC4)c(=O)c3c2C)cc1,3.1,-2.6,-14.4,6.8,-16.4,-8.1,4.9,-2.8,-1.4,-11.9
COc1ccc(C)cc1NC(=O)C1CCN(S(=O)(=O)c2ccc3c(c2)NC(=O)CO3)CC1,0.4,3.1,5.5,-0.5,-3.6,0.5,-0.6,1.4,-0.7,-2.5
Cc1ccc([C@H]2C[C@H](n3cc(C4CC4)nn3)[C@@H](O)CN2C(=O)c2cccs2)cc1,-0.5,7.2,8.6,-2.7,-4.5,-9.3,0.2,1.4,-1.5,1.6
C[C@H](CO)N1C[C@H](C)[C@H](CN(C)S(=O)(=O)c2cccs2)OCc2cnnn2CCCC1=O,1.0,-0.6,6.1,0.1,3.6,6.1,-0.4,-3.4,-0.4,2.8
CC(=O)Nc1nc(SCc2ccc(Cl)cc2Cl)n[nH]1,-2.4,-4.4,-0.2,-1.6,-5.6,3.4,-3.9,-1.5,1.1,1.1
CCC1(C)CC(c2nc(-c3ccc(OC)cc3)cs2)CCS1 (centres undefined),0.8,0.8,-9.3,2.5,-2.8,9.6,-5.2,2.7,-1.9,-0.6
Cc1ccc(C(=O)O/N=C(\N)c2ccc(Br)cc2)cc1,2.3,0.7,-1.8,-0.2,1.0,-2.9,-7.3,0.1,-0.3,-7.0
O=C(CN1CCN(c2ccccn2)CC1)Nc1cccc(S(=O)(=O)N2CCCC2)c1,6.4,0.0,8.6,-1.5,-1.4,13.0,3.0,-2.6,2.0,4.2
O=C(c1ccco1)N1CCN(C2CN(CCc3ccccc3)S(=O)(=O)C2)CC1 (centres undefined),-0.1,1.4,0.6,1.2,0.9,4.4,-7.1,-2.0,0.9,x
CC1(C(=O)Nc2ccccc2)Cc2c(-c3cccc(C(F)(F)F)c3)ccnc2O1 (centres undefined),-0.7,-4.5,1.4,-3.8,-1.7,-0.4,0.8,-0.5,-2.3,x
COc1ccc(C(C#N)=Cc2cc(OC)c(OC)c(OC)c2)cc1,-0.8,-6.5,1.1,5.0,-4.4,9.9,-3.9,-0.8,-1.7,x
CN(Cc1c(C(=O)N/N=C/c2c(F)cccc2Cl)nnn1-c1nonc1N)c1ccccc1,-0.6,-6.0,-1.4,-2.7,-9.3,-1.4,8.0,-1.8,-1.4,-17.0
Cc1nc(SCC(=O)Nc2c(C)n(C)n(-c3ccccc3)c2=O)c(C#N)c(C)c1C,0.7,1.9,7.4,2.4,1.9,0.7,4.1,-2.2,0.1,1.4
Oc1cccc(-c2sc3ccccc3c2-c2ccc(OCCN3CCCCC3)cc2)c1,0.4,-3.5,-0.3,-1.9,15.7,5.9,1.6,-3.7,-1.9,x
Nc1ncc2c(n1)CCN(c1ccc([N+](=O)[O-])cc1)C2,12.0,2.9,-14.2,-3.5,7.3,-0.5,-6.0,4.1,-0.4,-6.1
COc1ccc(CC(=O)NNC2=Nc3cccc4cccc2c34)cc1OC,-0.4,5.3,-9.7,-4.1,7.7,-7.8,0.7,-1.4,-16.0,7.3
O=C(CCc1nnc(-c2ccc3c(c2)OCO3)o1)NCCc1ccccc1F,3.5,-2.2,-3.9,-3.2,-2.6,0.1,2.7,1.4,-1.0,-2.2
COc1ccc(/C=C2\Sc3ccc(C(=O)NCCN4CCCCCC4)cc3N(C)C2=O)cc1,-4.6,-15.1,2.3,-0.6,-4.0,5.9,6.0,0.8,0.1,-29.6
CC1CCC(NC(=O)CCCCn2c(=O)[nH]c3ccsc3c2=O)CC1 (centres undefined),1.9,-1.0,3.3,0.6,-4.5,3.4,5.6,-4.2,1.8,-6.3
Cc1cc(-c2ccccc2)n2ncc(C#N)c2n1,0.5,-2.0,-5.7,-4.6,6.0,-6.6,-7.0,4.6,1.1,4.1
CCN1C(=O)N[C@@H](CCc2ccccc2)C(C(C)=O)=C1C,1.0,-2.3,6.6,-1.1,-1.7,-1.3,3.4,-1.6,-0.8,6.2
Cc1cc(-n2c(C)cc(C(=O)CSc3nnnn3-c3ccc(Cl)cc3)c2C)no1,1.6,-2.8,7.0,2.0,-2.2,-2.5,-5.1,0.4,-3.2,-10.4
COc1ccccc1NC(=S)NC(NC(=O)c1ccco1)C(Cl)(Cl)Cl (centres undefined),-2.5,-0.3,6.2,-3.4,-4.8,-0.3,3.8,0.6,0.8,-8.7
COc1ccc(NC(=O)CN(C)CC(=O)Nc2ccc(Cl)cc2F)cc1,-1.8,-3.5,4.8,-0.1,-1.3,4.1,7.5,-0.8,-1.0,2.5
COc1cccc(C2c3c(oc4ccccc4c3=O)C(=O)N2CCCN(C)C)c1OC (centres undefined),1.6,-3.2,2.1,3.9,-6.6,-9.1,3.9,0.8,0.3,0.2
COc1ccccc1C(=O)Nc1ccc2c(c1)n(C)c(=O)n2C,0.6,-1.8,6.1,-0.3,-2.6,4.3,-3.7,-0.2,-1.1,3.8
CCOc1ccc(CN2CCNC(=O)C2CC(=O)NCC2CCOCC2)cc1 (centres undefined),-0.6,-0.7,3.1,-2.9,0.6,-5.1,2.7,4.0,0.3,0.6
COc1ccc(/C=C/C(=O)Nc2ccc3c(c2)OCCO3)cc1OC,-0.9,-0.4,-2.5,-3.2,-1.1,-3.1,-2.0,-3.0,-1.2,3.1
O=C(C1CC1)N1CCc2cc(Br)cc(S(=O)(=O)N3CCCCCC3)c21,-0.8,-2.7,-4.0,0.5,-10.6,3.1,0.9,0.1,0.2,-19.1
COC(=O)c1ccccc1NC(=O)Nc1ccc(Br)cn1,1.8,-2.9,9.0,2.1,3.0,-5.1,1.1,-4.4,-1.2,-4.2
O=C(NC1CCCCCC1)C1CCCN(S(=O)(=O)c2cccs2)C1 (centres undefined),-2.3,9.7,1.6,2.1,-7.0,8.6,5.4,-1.6,0.5,3.2
O=S(=O)(Nc1nc2cc3c(cc2nc1Cl)OCCO3)c1ccccc1,-1.0,-8.0,-20.1,4.8,-0.5,1.1,-4.1,1.0,1.8,10.3
CC(C)CN(CC(C)C)C(=O)COc1ccccc1C(N)=O,0.2,-2.2,5.4,-0.1,3.7,4.8,-3.0,-2.2,-1.5,5.3
CCCCOc1ccc(N(CC(=O)NCCOC)C(=O)CCC(=O)Nc2ccccn2)cc1,1.2,-0.1,6.1,-0.7,-1.3,0.8,-1.6,-1.6,-1.3,-1.0
CC(=O)c1cccc(OCC(=O)OCC(=O)Nc2cc(S(=O)(=O)N3CCCCC3)ccc2C)c1,0.6,1.2,0.6,-2.0,1.2,2.9,4.4,0.2,-1.4,-4.8
O=C(CC[C@H]1O[C@@H](n2cnc3c(NC(=O)c4ccccc4)ncnc32)[C@H](O)[C@@H]1O)NCCCN1CCOCC1,-1.0,18.7*,-3.7,-2.2,1.4,0.1,-10.2,-2.0,-0.1,x
CCCn1cnc2cc(NCc3ccccn3)ccc21,2.9,5.1,-13.2,-3.6,6.4,-3.1,0.9,6.5,-0.6,4.8

# Among those listed so far, these contain a thiophene ring, fused or not:
SMILES,UHRF1 MBD2 ctr,SIAE inh,TDP2 inh,LEDGF integ inh,mABHD4 FP,TCR-CD3 inh,Tn7 DDE FP,PRMT1 inh,PG9 binder,HTRA1 inhibitor
Cc1ccc(NC(=O)c2sc3ncn(CC(=O)N4CCN(c5ccccn5)CC4)c(=O)c3c2C)cc1,3.1,-2.6,-14.4,6.8,-16.4,-8.1,4.9,-2.8,-1.4,-11.9
Cc1ccc([C@H]2C[C@H](n3cc(C4CC4)nn3)[C@@H](O)CN2C(=O)c2cccs2)cc1,-0.5,7.2,8.6,-2.7,-4.5,-9.3,0.2,1.4,-1.5,1.6
C[C@H](CO)N1C[C@H](C)[C@H](CN(C)S(=O)(=O)c2cccs2)OCc2cnnn2CCCC1=O,1.0,-0.6,6.1,0.1,3.6,6.1,-0.4,-3.4,-0.4,2.8
Oc1cccc(-c2sc3ccccc3c2-c2ccc(OCCN3CCCCC3)cc2)c1,0.4,-3.5,-0.3,-1.9,15.7,5.9,1.6,-3.7,-1.9,x
CC1CCC(NC(=O)CCCCn2c(=O)[nH]c3ccsc3c2=O)CC1 (centres undefined),1.9,-1.0,3.3,0.6,-4.5,3.4,5.6,-4.2,1.8,-6.3
O=C(NC1CCCCCC1)C1CCCN(S(=O)(=O)c2cccs2)C1 (centres undefined),-2.3,9.7,1.6,2.1,-7.0,8.6,5.4,-1.6,0.5,3.2
